Screening data deposited in PubChem by Broad Institute.
RAD54 branch – blocks human RAD54 Holliday junction branch migration. AID 602329. inhibition, % at 10.4 µM. 360,000 tested, 0.14% active. FAM/BHQ fluorescence;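 active means mean normalized replicate activity at least 40 and at least half of replicates scoring 40 or more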;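 further: 0% = median of neutral control wells and 100% = median of positive control wells; inhibitors cause a drop in the FAM fluorescence signal; in these data hits start at about 50%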
Target sequence (Q92698 whole entry, looked up): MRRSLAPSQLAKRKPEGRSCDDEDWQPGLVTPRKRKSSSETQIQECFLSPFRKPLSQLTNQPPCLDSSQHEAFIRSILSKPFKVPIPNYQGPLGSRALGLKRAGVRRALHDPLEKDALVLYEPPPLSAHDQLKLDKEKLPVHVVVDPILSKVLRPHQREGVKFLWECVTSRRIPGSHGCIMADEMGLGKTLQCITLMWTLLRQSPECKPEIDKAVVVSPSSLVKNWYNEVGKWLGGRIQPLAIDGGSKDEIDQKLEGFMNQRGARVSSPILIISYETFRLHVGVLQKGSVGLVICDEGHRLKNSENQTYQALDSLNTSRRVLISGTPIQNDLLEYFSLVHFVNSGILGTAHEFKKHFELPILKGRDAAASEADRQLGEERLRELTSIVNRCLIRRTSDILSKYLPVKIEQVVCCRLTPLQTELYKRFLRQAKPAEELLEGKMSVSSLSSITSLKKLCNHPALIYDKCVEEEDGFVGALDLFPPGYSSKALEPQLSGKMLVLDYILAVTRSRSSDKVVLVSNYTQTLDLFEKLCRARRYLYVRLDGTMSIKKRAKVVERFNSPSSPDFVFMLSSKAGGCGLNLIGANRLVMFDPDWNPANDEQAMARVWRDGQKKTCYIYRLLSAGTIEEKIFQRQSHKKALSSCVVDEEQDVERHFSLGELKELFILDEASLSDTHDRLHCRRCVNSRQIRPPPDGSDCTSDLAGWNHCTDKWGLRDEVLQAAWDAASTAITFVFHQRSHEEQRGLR
esBAF inh – inhibitors of esBAF chromatin remodeling in mouse ES cells | Bmi1-luciferase knock-in reporter, 24 h; 100% = twice the neutral-well signal | reporter increase, % at 12.5 µM | 350,000 tested, 2% active; in the data active means activation above about 40%;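 further: 0% = median of the plate's neutral control wells and 100% = double that signal; a rise in the Bmi1 reporter signal indicates esBAF inhibition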
An asterisk follows results filed as active. Not all compounds are listed. The share of hits here may be higher or lower than overall.

entry	Molecule	RAD54 branch	esBAF inh
1	NCCCC[C@@H]1NC(=O)c2cc([N+](=O)[O-])cc(I)c2SC[C@@H](C(N)=O)NC(=O)[C@H](Cc2ccc(O)cc2)NC1=O	-1	-5
2	CCOc1c(C#N)c(C#N)c2nc(C)cc(C)n12	-20	-9
3	CC(C)NC(=O)C1CCN(C(=O)N(C)C)CC1	-18	10
4	CCCc1nc2c(o1)CC(CC(C)SCC)CC2=O (centres undefined)	-2	3
5	O=C(c1cn(CC(=O)N2CCCCC2)c2ccccc12)C1CC1	-4	5
6	COc1cc(CC(=O)OCC(=O)c2ccc3c(c2)OCCO3)cc(OC)c1OC	-2	-4
7	CCc1cc(/C(Cc2ccc3ccccc3n2)=N\O)c(O)cc1O	3	50*
8	CCN(CC)C(=O)CSc1nc2ncc(Cl)cc2[nH]1	5	-1
9	O=C(COC(=O)c1cccc(C(=O)OCC(=O)NC2CCCCC2)n1)NC1CCCCC1	-14	-2
10	CCCc1nc2ccccc2c(C(=O)OCC(=O)Nc2cccc(S(=O)(=O)N3CCOCC3)c2)c1CC	9	-9
11	CC(=O)c1cccc(NC=C2C(=O)OC3(CCCCC3)OC2=O)c1	6	2
12	Cc1sc2ncn3cnnc3c2c1C	-5	-9
13	CCN1C(=O)/C(=C/c2cccs2)SC1=Nc1ccc(OC)cc1	-2	-5
14	Cc1cccc(N2C(=O)CS/C2=N\NC(=O)c2ccc(Br)cc2)c1C	-3	-1
15	Cc1ccc(S(=O)(=O)n2cnc3ccccc32)c(C)c1	-15	-11
16	O=C(CCCc1c[nH]c2ccccc12)N1CCCCCC1	-4	60*
17	COc1ccc(CSc2nnnn2Cc2ccccc2)cc1OC	6	-4
18	CS(=O)(=O)N1CCN(c2ccccc2NC(=O)Cc2ccc(Cl)cc2)CC1	-7	1
19	Cn1c(=O)c2c(ncn2CC(=O)Nc2nc(-c3ccccc3Cl)cs2)n(C)c1=O	-10	2
20	O=C(CSc1nc(O)cc(=O)n1-c1ccccc1)NCc1ccccc1	-11	-2
21	Nc1cc2nsnc2cc1Br	14	0
22	O=C(Oc1cccnc1)c1cc2ccccc2oc1=O	-6	-7
23	Cc1nnc(N2CCN(Cc3ccccc3)CC2)[nH]c1=O	-1	-1
24	Cc1ccc(NC(=O)N2CCC(NC(=O)c3ccccc3C)CC2)cc1	-2	-3
25	Cc1cccc(NC(=O)c2ccc(COc3ccc(Cl)cc3Cl)o2)n1	10	-3
26	CN1C(=O)CC2(CC(=O)N(Cc3ccccc3)C2)C1=O (centres undefined)	-7	-8
27	CC(=NC1CCCCC1)C1=C(O)c2ccccc2C1=O	2	14
28	Cc1onc(-c2ccccc2)c1C(=O)Nc1c(C)n(C)n(-c2ccccc2)c1=O	-5	-6
29	c1cc2c(cc1Oc1nc(N3CCOCC3)nc(N3CCOCC3)n1)OCO2	-8	0
30	Cc1nc2ccccc2n1C(=O)N1CCOCC1	3	-2
31	CN(C)C(=O)c1cc(Br)ccc1Cl	-5	-11
32	COc1ccc(C(=O)NC2CC2)cc1OC1CCN(Cc2ccc(Cl)cc2)CC1	-4	-5
33	O=C1SCCc2c1n(Cc1ccccc1)c1ccccc21	-10	-2
34	C=CCn1c(O)c(C=Nc2ccc(Cc3ccncc3)cc2)c(=O)[nH]c1=S	3	-2
35	CCCC(=O)n1nc(-c2ccc(OC)cc2)nc1N	1	3
36	CCn1c(SCC(N)=O)nnc1-c1cc2c(C)nn(-c3ccccc3)c2s1	0	4
37	CCc1nnc2n1N=C(c1ccc(OC)cc1)CS2	-2	-6
38	CCCOc1ccc(/C=c2\sc3nc(-c4ccco4)nn3c2=O)cc1OCC	-6	-2
39	Cc1nc2cc(S(=O)(=O)N(C)C)ccc2n1-c1ccccc1	6	8
40	CCC1CCCCN1C(=O)CN1C(=O)CSC1=O (centres undefined)	-8	0
41	COc1nc(-c2ccncc2)nc2ccccc12	7	-3
42	CCOc1cc(/C=C2\N=C(SCC)SC2=O)cc([N+](=O)[O-])c1OC(C)=O	-10	-16
43	COC(=O)CNC(=O)c1c(-c2ccccc2Cl)noc1C	-2	-3
44	CCOc1ccc(NC(=O)CN(C)c2nnnn2-c2ccccc2)cc1OCC	3	-2
45	COc1ccc(Oc2nc3ccccc3n3cccc23)cc1	4	7
46	Cc1cc(=O)[nH]c(Sc2c(-c3ccccc3)c3ccccc3[nH]c2=O)n1	-12	-1
47	CCc1nnc(NC(=O)CSc2nnnn2-c2cccc(C(=O)OC)c2)s1	4	-12
48	O=C(c1ccc([N+](=O)[O-])cc1)N(C1=NCCCCS1)c1ccccc1	-13	-4
49	Cc1cc(=O)n2[nH]c(C)c(-c3ccc(Cl)cc3)c2n1	1	-3
50	CCOC(=O)C1CCN(C(=O)Nc2ccc3oc(C)nc3c2)CC1	-3	-3
51	CCc1nnc(NC(=O)C2CCC2)s1	1	1
52	COc1ccc(S(=O)(=O)N2CCOCC2)cc1C(=O)Nc1cc(C)on1	2	-4
53	O=C(O)c1oc2ccccc2c1CSc1ccccn1	-16	-3
54	CCN1CCCC1CNC(=O)C(=O)Nc1ccccc1OC (centres undefined)	-5	-3
55	CC(=O)Nc1nc(SCCCc2ccccc2)n[nH]1	-14	14
56	O=C(Nc1cc(C(F)(F)F)ccc1N1CCOCC1)c1ccc[n+]([O-])c1	6	-6
57	Cn1c(CCNC(=O)OC(C)(C)C)n[nH]c1=S	-4	4
58	COC(=O)CSc1nnc(-c2ccc(S(=O)(=O)N3CCCC3)cc2)n1C	-6	-4
59	CC1(C)Cc2c(sc3nc(-c4ccccc4)n(N)c(=O)c23)CO1	-8	43*
60	CCCCOc1ccc(S(=O)(=O)Nc2ccc(NC(C)=O)cc2)cc1	-8	5

The results go on:
entry	Molecule	RAD54 branch	esBAF inh
61	O=C1Nc2ccccc2C(=O)C1(Cl)Cc1ccccc1 (centres undefined)	-6	-11
62	CCCS(=O)(=O)N1CCCC(C(=O)NCCN2CCC(Cc3ccccc3)CC2)C1 (centres undefined)	-1	8
63	CCOC(=O)N1CCC(NS(=O)(=O)c2cc(Br)cnc2N)CC1	6	-1
64	O=C(c1cccc(-c2ccc(O)cc2)c1)N1CCOCC1	-1	12
65	CSc1nc2sc(-c3ccccc3)cc2c(=O)n1N	4	57*
66	CC(C)(C#N)NC(=O)c1ccco1	-8	-6
67	COc1ccc(C)cc1S(=O)(=O)N1CCC(C)CC1	-4	1
68	CCCN1C2=NS(=O)(=O)CCN2c2ccccc21	4	1
69	Cc1nc2ccc(NC(=O)c3oc4ccc(F)cc4c3C)cc2s1	9	8
70	CCCCn1c(=O)[nH]c(=O)c2c1nc(-c1ccc(-c3ccccc3Br)o1)n2CCOC	-1	-6
71	COc1ccc2nc(SCC(=O)Nc3ccc4sc(C)nc4c3)c(C#N)cc2c1	-9	10
72	COCC(C)NC(=O)c1ccc(-n2nc(C(F)(F)F)cc2-c2cccs2)cc1 (centres undefined)	-1	-7
73	CCOCC(=O)Nc1cccc(C(=O)OCC)c1	0	0
74	Cc1ccc(S(=O)(=O)Nc2c(C)n(C)n(-c3ccccc3)c2=O)cc1C(=O)NCc1ccccn1	-3	-4
75	Cc1ccccc1NC(=O)c1cnc2ccccn2c1=O	-1	-64
76	O=C(CCN1CCOCC1)Nc1ccc2c(c1)CCC2	-7	6
77	CCCCCCn1cnc2c(c1=O)c1nc3ccccc3nc1n2Cc1cccs1	0	-12
78	CCOC(=O)N1CCN(c2ccc(C(=O)c3cccc(F)c3)cc2)CC1	-19	3
79	O=C(N/N=C/c1ccncc1)c1nc(-c2ccccc2)n2c1CCCCC2	7	2
80	CC(=O)Nc1ccc(C(=O)CSc2nc3ccccc3n2CC(=O)N2CCCC2)cc1	-2	-7
81	O=C(NCc1ccc(Cl)cc1)C1=Cc2cc(Cl)ccc2OC1	1	-6
82	CCCS(=O)(=O)c1nnnn1-c1cccc(OC)c1	-5	4
83	COC(=O)C(NC(=O)COc1ccccc1)(Nc1nc2c(s1)CCCC2)C(F)(F)F (centres undefined)	-14	4
84	c1ccc(-c2cn3c(n2)SCC3)cc1	2	24
85	Cc1nn(-c2ccc(C(=O)O)cc2)c(N)c1-c1ccccc1	1	61*
86	CCN(CC)S(=O)(=O)c1ccc(N2CCCCC2)c(C(=O)Nc2ccccc2N2CCOCC2)c1	1	-9
87	N=c1oc2ccccc2cc1C(=O)N/N=C/c1ccccc1	-7	35
88	CN(C)S(=O)(=O)c1ccc(Oc2ccc(S(=O)(=O)N(C)C)cc2)cc1	0	-73
89	Cc1cc(NC(=O)c2cc(-c3ccco3)on2)no1	-4	1
90	CC1=Nc2cccc3cccc(c23)N1	9	-4
91	Cc1cccc(OCc2nnc(NC(=O)Cc3cccs3)s2)c1	-8	4
92	COc1cccc(-n2nnc3c(=O)n(CC(=O)OCc4ccccc4)cnc32)c1	4	6
93	Cc1ccc(-c2cc(C(=O)Nc3ccc(S(=O)(=O)Nc4nccs4)cc3)c3ccccc3n2)c(C)c1	5	-1
94	Nc1scc2c(C(=O)N/N=C/c3ccc(Cl)cc3)nn(-c3ccccc3)c(=O)c12	0	1
95	CS(=O)(=O)N(CC(=O)NC1CC2CCC1C2)c1cccc(C(F)(F)F)c1 (centres undefined)	-4	1
96	CCOCCCN(C(=O)CNC(=O)c1ccco1)C(C(=O)NC1CCCC1)c1ccccc1C (centres undefined)	4	16
97	CCOC(=O)N1CCN(c2ncnc3scc(-c4ccc(Cl)cc4)c23)CC1	-10	-2
98	CCOc1ccc(NC(=O)CCC(=O)O)cc1	-24	-1
99	Nc1ccc(CCS(N)(=O)=O)cc1	-7	-4
100	CC(C)(C)C1CCc2c(sc3nc(SCC(N)=O)nc(N)c23)C1 (centres undefined)	10	-1
101	O=C(NCCCN1CCCC1=O)c1ccc2c(=O)n(Cc3ccco3)c(=S)[nH]c2c1	-1	-9
102	CCCc1[nH]nc2c1C(CCC)C(C#N)=C(N)O2 (centres undefined)	3	-8
103	CC1CCC2(CC1)NC(=O)c1ccccc1O2 (centres undefined)	-23	-3
104	O=C(N1CCOCC1)N1c2ccccc2Sc2ccccc21	3	-4
105	Cc1ccc(CC2CC(=O)N(c3ccc(Cl)cn3)C2=O)cc1 (centres undefined)	4	-4
106	O=C(Nc1ccccc1Cl)c1cc(S(=O)(=O)N2CCCCC2)ccc1N1CCOCC1	-1	14
107	COC(=O)CCC(=O)COc1ccc(OC)cc1C#N	1	-9
108	COc1cccc(C(=O)N2CCN(Cc3ccc4c(c3)OCO4)CC2)c1OC	-1	-1
109	COc1ccccc1NC(=O)CN1CCN(CC(=O)Nc2ccc(F)cc2)CC1	0	2
110	CCN1C(=O)/C(=C/c2cc(C)n(C)c2C)SC1=Nc1ccc(OC)cc1	8	9
111	COc1cccc(CN(CC2CCCO2)S(=O)(=O)c2ccc(S(=O)(=O)NCC3CCCO3)cc2)c1OC (centres undefined)	1	-2
112	Nc1nc(SCc2ccccc2)ns1	1	50*
113	COc1ccc(C(=O)OC(C(=O)c2ccc(C)cc2)c2ccccc2)cc1 (centres undefined)	-1	-5
114	O=C(CCCCCn1c(=S)[nH]c2cc3c(cc2c1=O)OCO3)N1CCN(C2CCCCC2)CC1	19	0
115	Cc1cccc(NC2=NC3(CCCCC3)N=C(N)N2)c1	12	0
116	Cc1cc(N)ccc1NC(=O)c1ccccc1	-7	1
117	C=CCOC(=O)C1=C(C)NC(SCC(=O)N(CC)CC)=C(C#N)C1c1ccccc1 (centres undefined)	-10	-6
118	CC(C)OC(=O)CSc1nc2ncc(Cl)cc2[nH]1	-7	11
119	CCc1c(C)nc2ncnn2c1N1CCCC(C(=O)NCc2ccc3c(c2)OCO3)C1 (centres undefined)	12	-6
120	CN=C1SC(CC(=O)Nc2cccc(C(F)(F)F)c2)C(=O)N1C (centres undefined)	0	-3

Next section, overlapping the part above by four compounds.
entry	Molecule	RAD54 branch	esBAF inh
117	C=CCOC(=O)C1=C(C)NC(SCC(=O)N(CC)CC)=C(C#N)C1c1ccccc1 (centres undefined)	-10	-6
118	CC(C)OC(=O)CSc1nc2ncc(Cl)cc2[nH]1	-7	11
119	CCc1c(C)nc2ncnn2c1N1CCCC(C(=O)NCc2ccc3c(c2)OCO3)C1 (centres undefined)	12	-6
120	CN=C1SC(CC(=O)Nc2cccc(C(F)(F)F)c2)C(=O)N1C (centres undefined)	0	-3
121	COc1ccc(NC(=O)C(=O)NCCN2CCN(C(=O)C(c3ccccc3)c3ccccc3)CC2)cc1	14	5
122	CC/C(=N\NC(=O)c1ccc2c(c1)OCO2)C12CC3CC(CC(C3)C1)C2	-3	1
123	Cc1ccc(NC(=O)CCN2C(=O)c3ccncc3C2=O)cc1	-7	1
124	COc1ccc(OCCSc2nnc(CCNC(=O)c3ccc(OC)cc3)n2C)cc1	0	2
125	CCc1ccc(S(=O)(=O)NCc2cn3ccccc3n2)s1	2	5
126	COc1ccc(S(=O)(=O)N(CC(=O)N2CCCC2)Cc2ccccc2)cc1	-1	-2
127	O=S(=O)(NCc1ccco1)c1cccc(S(=O)(=O)N2CCOCC2)c1	-2	-11
128	CCC(C)N(CC(=O)NCc1ccc(OC)cc1)C(=O)c1csnn1 (centres undefined)	-4	6
129	N#Cc1ccc2ccn(CC(=O)NC3CCCCCC3)c2c1	7	-5
130	Cc1cccc(CN2C(=O)N/C(=C/c3cc(C)n(-c4ccccn4)c3C)C2=O)c1	2	7
131	CC(C)(C)NC(=O)NC(=O)COC(=O)c1ccco1	0	0
132	C(#Cc1ccc(C#CCN2CCOCC2)cc1)CN1CCOCC1	0	-7
133	CCCCNC(=S)NNC(=O)c1cccnc1	1	-3
134	Cc1ccc(S(=O)(=O)N(c2ccccc2)C2CCS(=O)(=O)C2)cc1 (centres undefined)	0	-5
135	CCOC(=O)CCCNS(=O)(=O)c1c(C)ccc2nsnc12	-9	10
136	O=C(COC(=O)C1CC1)NCc1ccccc1Cl	-4	6
137	O=C(CSc1nc(-c2ccco2)cc(C(F)(F)F)n1)Nc1cccnc1	0	0
